Screening data from PubChem BioAssay.
PMK inhibit: S. pneumoniae PMK inhibitors, primary screen, biochemical, mevalonate pathway, pilot trial included | 65,000 compounds, 0.49% hits | phosphomevalonate kinase (Streptococcus pneumoniae D39) | purified PMK, PK/LDH-coupled NADH absorbance 340 nm | AID 539, 2006 | inhibition, % at 10 µM;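 active means top-ranked compounds by inhibition in the single 10 µM screen, taking a fixed number of the strongest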;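 further: 0% = full reaction with DMSO carrier and 100% = background rate without enzyme reaction; no value below 0 was filed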
Alkaline phosphatase: human TNAP enzyme inhibitors, biochemical, luminescent (AID 518). Alkaline phosphatase, tissue-nonspecific isozyme (Homo sapiens). purified TNAP enzyme, luminescent substrate readout; higher % means a stronger effect. 64,000 compounds, 0.09% hits. inhibition, % at 20 µM, or IC50 in µM where a hit was titrated; in the data active means a potency from the dose series; inactive means the rest, 99 in 100 with inhibition below about 22%;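 further: plate controls were vehicle for no effect and reference inhibitor for full effect; many of its hits are not listed in these tables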
DPM-DC inhibit: S. pneumoniae DPM-DC inhibitors, primary screen, biochemical, PK/LDH-coupled NADH fluorescence | diphosphomevalonate decarboxylase (Streptococcus pneumoniae D39) | purified DPM-DC | calls only at 10 µM | 65,000 compounds, 0.49% hits;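 active means the 320 compounds with the highest percent inhibition in the single-dose primary screen, excluding strongly autofluorescent ones, cut at about 32% in these data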;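 further: kinetic rate of NADH fluorescence loss reporting ADP formed by the decarboxylase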
LYP inhibition: LYP phosphatase inhibitors, primary screen, biochemical, DiFMUP fluorescence, recombinant catalytic domain, 10 µM (AID 606). recombinant LYP catalytic domain, DiFMUP fluorescence; higher % means a stronger effect. one-dose inhibition, % at 10 µM; IC50 in µM for titrated hits. 52,000 tested, under 10 active. Tyrosine-protein phosphatase non-receptor type 22 (Homo sapiens);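 active means IC50 under 40 µM in the dose-response test; inactive means IC50 of 40 µM or more, or never dose-tested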
HPDE-C7K KRASV12: cytotoxicity in KRAS-transformed pancreatic duct cells, primary screen, cell-based, fluorescence, HTS (AID 431) | HPDE-C7K KRASV12 cells, Alamar Blue viability, 48 h; higher % means a stronger effect | one-dose cytotoxicity, % at 10 µM; EC50 in µM for titrated hits | 63,000 compounds, 1.7% hits;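 active means compounds whose percent cytotoxicity in the single-dose primary screen, scaled between solvent and toxic-drug controls, exceeds 50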;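 further: 0% = DMSO solvent wells and 100% = doxorubicin-treated wells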
HPDE-C7 viability: cytotoxicity in HPDE-C7 cells, cell-based, fluorescence, HTS (AID 430); HPDE-C7 pancreatic duct cells viability, fluorescence; higher % means a stronger effect; cytotoxicity, % at 10 µM, or EC50 in µM where a hit was titrated; 63,000 compounds, 1.8% hits;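 further: cells exposed to compound for 48 hours before viability readout; 0% = vehicle and 100% = reference cytotoxic drug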
Bfl-1 displacement: Bfl-1 inhibitors, primary screen, biochemical, fluorescence polarization, FITC-Bid, mouse (AID 432); 64,000 compounds, 0.02% hits; FITC-Bid BH3 peptide fluorescence polarization displacement; higher % means a stronger effect; Bcl-2-related protein A1 (Mus musculus); one-dose displacement, % at 20 µM; IC50 in µM for titrated hits; in the data active means a potency from the dose series; inactive means the rest, 99 in 100 with displacement below about 15%; further: strong numbers were not always called active
HT1080 viability: cytotoxicity in HT1080 fibrosarcoma cells, cell-based, fluorescence readout (AID 620). HT1080 viability, fluorescence; higher % means a stronger effect. cytotoxicity, % at 10 µM; hits with a dose series show EC50 in µM. 87,000 compounds, 0.42% hits;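 further: cells exposed to compound overnight then 4 h with Alamar Blue; 0% = vehicle DMSO and 100% = killing control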
Spn MK inh: S. pneumoniae MK inhibitors, primary screen, biochemical, PK/LDH-coupled NADH absorbance; mevalonate kinase [Streptococcus pneumoniae D39]; purified MK, PK/LDH-coupled NADH absorbance 340 nm; inhibition, % at 10 µM; 65,000 compounds, 0.48% hits; AID 555, 2006;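 active means ranked among the strongest by inhibition in the single 10 µM screen, a fixed top-ranked set picked for dose follow-up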; further: no value below 0 was filed
PMK inhibit pilot replicates: second read-out of PMK inhibit, no call of its own (marks repeat the call); inhibition, %; measured here: pilot screen replicates
Spn MK inh pilot replicates: second read-out of Spn MK inh, no call of its own (marks repeat the call); inhibition, %; measured here: pilot screen replicates
DPM-DC inhibit pilot screen %: recorded beside DPM-DC inhibit, whose call it bears; inhibition, %; measured here: pilot screen trials
An asterisk follows results filed as active; i = inactive; / = not tested or not shown. Unless noted, no stated cut-off is given here; in the data, active means cytotoxicity above about 50%; inactive means the rest. No enrichment for hits; about 3.5% have a hit in one of these screens.

SMILES | PMK inhibit | Alkaline phosphatase | DPM-DC inhibit | LYP inhibition | HPDE-C7K KRASV12 | HPDE-C7 viability | Bfl-1 displacement | HT1080 viability | Spn MK inh | others
Cn1c(=O)c2[nH]c(Nc3ccccc3)nc2n(C)c1=O | 0 | -3% | i | -6% | -1% | 6% | 2% | 5% | 2
COc1ccc(-c2nnn(Cc3nc(N)nc(N4CCCCC4)n3)n2)cc1 | 12 | 10% | i | 2% | -4% | -9% | 4% | 3% | 6
Cc1ccc(NC(=O)CN(c2ccc3c(c2)OCO3)S(=O)(=O)c2c(C)n[nH]c2C)cc1 | 18 | 16% | i | 3% | 3% | 1% | -7% | -4% | 7 | PMK inhibit pilot replicates=6.5;Spn MK inh pilot replicates=0.0;DPM-DC inhibit pilot screen %=1.0
O=C1c2ccccc2C(O)(Cc2ccccc2)N1c1ccc2c(c1)OCO2 (stereo not drawn) | 16 | 9% | i | 14% | 11% | 9% | -5% | 3% | 0
Cc1cc(C)n(-c2nc3ccccc3n3nnnc23)n1 | 19 | 2% | i | 1% | -2% | -11% | -10% | -3% | 0
CCOC(=O)N1CCN(C(=O)CSc2nnc(Cn3c(=O)sc4ccccc43)n2C)CC1 | 4 | 3% | i | / | -4% | -5% | -2% | 5% | 4
COc1ccc(C(=O)N2CCN(c3cccc(Cl)c3)CC2)c(OC)c1 | 0 | 10% | i | 12% | 50%* | 44% | 3% | 16% | 5
COC(=O)c1ccc(-n2nnnc2SCC(=O)Nc2ccccc2OC)cc1 | 9 | 5% | i | / | -10% | -8% | -2% | 0% | 6
CCC(C)NCC(=O)Nc1ccc(-c2nc3cc(NC(=O)CNC(C)CC)ccc3o2)cc1 (stereo not drawn) | 13 | 19% | / | / | 31% | 34% | -4% | 30% | 8
COc1ccc(-c2noc(CSc3ccccc3)n2)cc1OC | 2 | 3% | i | / | 14% | 10% | -9% | -2% | 5
Cc1cc(C)c2c(c1)c(C)cc1nnc(SCC(=O)NCc3ccco3)n12 | 9 | 7% | i | 14% | 4% | -11% | -1% | -3% | 11
CCCCSC1=C(C#N)C(c2ccccc2C)C(C(=O)OCC)C(=O)N1 (stereo not drawn) | 22 | 14% | i | -2% | 7% | 11% | -4% | -2% | 5
Cc1ccc(C(C(=O)NC2CCCCC2)N2CCOCC2)cc1 (stereo not drawn) | 0 | 12% | i | / | -9% | -11% | -2% | / | 8 | PMK inhibit pilot replicates=2.0;Spn MK inh pilot replicates=0.0;DPM-DC inhibit pilot screen %=0.0
CCC(CO)Nc1ncnc2c1cnn2-c1ccc(OC)cc1 (stereo not drawn) | 2 | 4% | i | 4% | 10% | 5% | -6% | 8% | 1
COC(=O)c1ccccc1NC(=O)c1ccc(NS(C)(=O)=O)cc1 | 11 | 7% | i | 10% | -11% | -12% | -3% | 3% | 13
COc1ccc(C2=Nn3c(nnc3-c3ccccc3)SC2)cc1OC | 6 | 25% | i | / | 0% | 4% | 2% | 12% | 0 | PMK inhibit pilot replicates=7.5;Spn MK inh pilot replicates=2.5;DPM-DC inhibit pilot screen %=4.0
O=C(O)CN1C(=O)CC(Cc2ccccc2)C1=O (stereo not drawn) | 4 | 2% | i | 7% | -17% | -26% | -1% | 2% | 0
COc1ccc(-c2ncc3ccccn23)cc1 | 11 | 9% | / | -7% | -14% | -17% | 4% | 8% | 12
Cc1cccc(-n2nc3c(c2NC(=O)c2ccc(Br)o2)CSC3)c1C | 17 | 12% | i | -6% | -10% | -10% | -17% | -3% | 3
CCC1Oc2ccc(Cl)cc2N(CC(=O)O)C1=O (stereo not drawn) | 14 | -8% | i | -2% | 7% | 2% | -7% | 13% | 0
Cc1ccc(S(=O)(=O)N2CCN(S(C)(=O)=O)C2c2ccccc2)cc1 (stereo not drawn) | 0 | 21% | i | 17% | 6% | -1% | -8% | 3% | 0 | PMK inhibit pilot replicates=0.0;Spn MK inh pilot replicates=3.0;DPM-DC inhibit pilot screen %=0.0
Cn1nnc2cc(C(=O)NCc3ccco3)ccc21 | 7 | 12% | i | 9% | -9% | -17% | -5% | -4% | 6
CCc1nc(C)c(-c2ccccc2)c(=O)[nH]1 | 7 | 1% | i | 0% | -13% | -14% | 3% | 0% | 0 | PMK inhibit pilot replicates=3.0;Spn MK inh pilot replicates=0.0;DPM-DC inhibit pilot screen %=0.0
CC(=O)Nc1n[nH]c(S(=O)(=O)Cc2ccc(Cl)cc2Cl)n1 | 3 | 6% | i | 2% | 7% | 0% | -2% | -14% | 1
O=C(COc1ccc(Cl)cc1)NCc1nnc(SCC(=O)N2CCCc3ccccc32)o1 | 19 | 3% | i | -40% | -17% | -24% | -4% | / | 0

Next part, overlapping the part above by 3 compounds.
SMILES | PMK inhibit | Alkaline phosphatase | DPM-DC inhibit | LYP inhibition | HPDE-C7K KRASV12 | HPDE-C7 viability | Bfl-1 displacement | HT1080 viability | Spn MK inh | others
CCc1nc(C)c(-c2ccccc2)c(=O)[nH]1 | 7 | 1% | i | 0% | -13% | -14% | 3% | 0% | 0 | PMK inhibit pilot replicates=3.0;Spn MK inh pilot replicates=0.0;DPM-DC inhibit pilot screen %=0.0
CC(=O)Nc1n[nH]c(S(=O)(=O)Cc2ccc(Cl)cc2Cl)n1 | 3 | 6% | i | 2% | 7% | 0% | -2% | -14% | 1
O=C(COc1ccc(Cl)cc1)NCc1nnc(SCC(=O)N2CCCc3ccccc32)o1 | 19 | 3% | i | -40% | -17% | -24% | -4% | / | 0
Cc1cccc(N2CCN(c3nnnn3-c3ccccc3)CC2C)c1 (stereo not drawn) | 3 | 9% | i | / | -5% | 1% | -1% | -1% | 2
Cc1ccc(-c2nnn(CCC(=O)NC3CCCC3)n2)cc1 | 10 | 4% | i | / | -2% | 2% | -1% | -14% | 9
CC(C)OCC(O)CSc1ccccn1 (stereo not drawn) | 0 | 4% | i | 10% | 2% | 4% | 1% | -1% | 9
O=c1oc2c3c(nn2c2ccccc12)CCCC3 | 1 | 1% | i | 12% | -18% | -3% | -2% | -2% | 9
Cn1c(=O)oc2cc(S(=O)(=O)NCCN3CCCCCC3)ccc21 | 6 | 8% | i | 9% | 5% | 1% | 1% | 13% | 9
Cc1nc2ccccc2nc1OCC(=O)Nc1cc(C(F)(F)F)ccc1N1CCOCC1 | 18 | 11% | i | 11% | 8% | 9% | 0% | 2% | 3 | PMK inhibit pilot replicates=0.5;Spn MK inh pilot replicates=0.0;DPM-DC inhibit pilot screen %=0.0
COC(=O)c1c(NC(=O)c2ccco2)sc2c1C(C(=O)OC)CC2 (stereo not drawn) | 0 | -5% | i | 7% | 17% | 11% | -1% | -7% | 4
O=C(Nc1ccc2oc(-c3ccccc3Cl)nc2c1)c1cncc(Br)c1 | 11 | 6% | i | -1% | 28% | 44% | -3% | 11% | 0
COc1cc(N2C(=O)NC3CC2(C)Oc2ccccc23)cc(OC)c1OC (stereo not drawn) | 16 | 2% | i | / | -5% | 2% | -2% | 1% | 1
O=C(N1CCOCC1)n1nnc2ccccc21 | 8 | 10% | i | / | -2% | -13% | -11% | -1% | 12
Cc1ccc(Nc2nc(C)cc(C)n2)c(Br)c1 | 0 | 6% | i | / | -6% | 0% | -3% | 0% | 6
CCN1CCN(c2cc3c(cc2F)c(=O)c(C(=O)O)cn3C2CC2)CC1 | 23 | 7% | / | 16% | -7% | -19% | -7% | -4% | 6 | PMK inhibit pilot replicates=4.0;Spn MK inh pilot replicates=0.0
Cc1cc(NC(=O)CSc2nnc(-c3ccco3)o2)no1 | 3 | -9% | i | 3% | 4% | -6% | -4% | 1% | 10
CCOc1ccccc1N1CCN(c2nc3ccccc3nc2C(C#N)C(=O)OC(C)C)CC1 (stereo not drawn) | 3 | 28% | i | 17% | -19% | -12% | -11% | -4% | 4
CCC1Oc2ccccc2N(CC(=O)NCCCN2CCN(Cc3ccccc3)CC2)C1=O (stereo not drawn) | 15 | 6% | i | 10% | / | / | -1% | 3% | 0
CCOc1cc(C(=O)Nc2cc(=O)n(C)c(=O)n2C)cc(OCC)c1OCC | 22 | 8% | i | -5% | -1% | -3% | 0% | -5% | 8
CCC(Sc1ccc2nnc(-c3ccc(OC)c(OC)c3)n2n1)C(=O)O (stereo not drawn) | 13 | 0% | i | 7% | -6% | -8% | -6% | 7% | 15
CCC(c1c(C)[nH]oc1=O)c1c(C)[nH]oc1=O | 14 | 15% | i | 6% | 0% | -1% | -1% | 6% | 8
COc1ccc(S(=O)(=O)N2CCSC2c2ccccc2)cc1 (stereo not drawn) | 10 | 11% | i | -6% | -6% | -7% | -5% | 0% | 2 | PMK inhibit pilot replicates=2.0;Spn MK inh pilot replicates=0.0;DPM-DC inhibit pilot screen %=0.0
Cc1c(NS(=O)(=O)c2ccc3[nH]c(=O)[nH]c3c2)c(=O)n(-c2ccccc2)n1C | 0 | 4% | i | 90% | -2% | -1% | -4% | 3% | 0
CN(C)CCC(c1ccc(Br)cc1)c1ccccn1 (stereo not drawn) | 7 | 13% | i | 24% | -4% | -13% | -2% | 0% | 7 | PMK inhibit pilot replicates=0.0;Spn MK inh pilot replicates=2.0;DPM-DC inhibit pilot screen %=0.0
CCCC(=O)Nc1ccc(C(=O)NCC(=O)OCC)cc1 | 0 | 5% | i | 8% | -1% | 4% | 4% | / | 4

2 compounds picked at random from the list so far, as already listed:
SMILES | PMK inhibit | Alkaline phosphatase | DPM-DC inhibit | LYP inhibition | HPDE-C7K KRASV12 | HPDE-C7 viability | Bfl-1 displacement | HT1080 viability | Spn MK inh | others
CC(C)OCC(O)CSc1ccccn1 (stereo not drawn) | 0 | 4% | i | 10% | 2% | 4% | 1% | -1% | 9
COc1cc(N2C(=O)NC3CC2(C)Oc2ccccc23)cc(OC)c1OC (stereo not drawn) | 16 | 2% | i | / | -5% | 2% | -2% | 1% | 1
